Screens: PubChem, NCI
yeast sgs1 mgt1: NCI yeast anticancer drug screen, S. cerevisiae sgs1 mgt1 strain; % growth inhibition at 50 µM; 78,000 compounds, 10% hits; AID 161;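 also: 0% = growth of vehicle-only cultures of the same strain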
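Yeast cells carrying a defined DNA-repair defect were exposed to test compounds. Growth inhibition was measured relative to vehicle-treated controls.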
rad50: NCI yeast anticancer drug screen, S. cerevisiae rad50 strain | 79,000 compounds, 10% hits | % growth inhibition at 50 µM | AID 155;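 also: 0% = growth of vehicle-only cultures of the same strain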
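Growth of the mutant yeast was measured after compound exposure and referenced to vehicle-treated cultures.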
mec2-1: NCI yeast anticancer drug screen, S. cerevisiae mec2-1 strain; growth inhibition, % at 50 µM; 79,000 compounds, 9% hits; AID 157;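 also: 0% = growth of vehicle-only cultures of the same strain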
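Growth inhibition is read against vehicle-treated controls after compound exposure of the mec2-1 yeast strain, which is defective in DNA damage repair or cell cycle control.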
yeast bub3: NCI yeast anticancer drug screen, S. cerevisiae bub3 mutant strain; % growth inhibition at 50 µM; 78,000 compounds, 9.9% hits; AID 167;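 also: 0% = growth of vehicle-only cultures of the same strain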
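In this screen, a yeast mutant lacking normal mitotic checkpoint function is challenged with compound. Relative growth versus vehicle gives the inhibition value.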
cln2 rad14: NCI yeast anticancer drug screen, S. cerevisiae cln2 rad14 strain; 78,000 compounds, 8.3% hits; growth inhibition, % at 50 µM;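 also: 0% = growth of vehicle-only cultures of the same strain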
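Test compounds were added to cln2 rad14 yeast cultures; inhibition of growth was then determined by comparison with vehicle treatment.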
mlh1 rad18: NCI yeast anticancer drug screen, S. cerevisiae mlh1 rad18 strain. growth inhibition, % at 50 µM. 79,000 compounds, 11% hits;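 also: 0% = growth of vehicle-only cultures of the same strain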
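Vehicle-treated cultures served as the reference for growth inhibition in a yeast strain carrying DNA damage repair alterations exposed to each compound.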
Starred values were filed as active, the others as inactive; & = joins results of further samples. Rule as the data show it: active = growth inhibition above about 70%; inactive = the rest.

Molecule	yeast bub3	rad50	mlh1 rad18	cln2 rad14	mec2-1	yeast sgs1 mgt1
CCOC(=O)CC1C(O)C(=O)N(C)C1c1ccccc1 (centres undefined)	9.0	21.0	-50.4	42.3	-8.1	1.8
CC(C)(C)c1ccc[nH]1	10.2	8.7	12.2	-23.8	23.9	-13.5
c1ccc2c(c1)NC(N1CCCCC1)=Nc1ncncc1-2	-1.7	14.8	2.0	-15.1	-8.2	7.8
OCC1CCCCCCCCCC1	20.1	36.3	44.5	25.1	-10.7	29.8
Cc1ccc(OCCCCBr)c(Br)c1	14.6	25.6	13.3	-31.1	-9.8	22.1
NC(=O)c1[nH]cnc1O	17.8	7.4	-3.6	11.8	5.2	-7.5
CCCCCCCCCCCCCCCC(=O)OCCSC	12.4	3.0	-9.9	0.5	-38.1	9.8
CCCCc1ccc2nc(C)cc(N/N=C/c3ccc4c(c3)OCO4)c2c1	6.6	66.7	29.8	15.9	22.0	73.5*
Cc1ccc([N+](=O)[O-])c2c(NCCCN(C)C)c3ccccc3nc12	87.8*	97.0*	97.0*	77.3*	95.8*	97.2*
CCOC(=O)CCCCC(=O)OCC	8.5&-2.4	1.0&15.4	-1.2&18.4	-18.9&-22.6	4.6&13.1	-6.3&-33.5
CCn1c2ccccc2c2cc(N=Nc3ccc(O)c4ccccc34)ccc21	1.1	41.5	18.4	26.6	32.5	38.5
N#CCCN1CCOCC1	1.4	-0.9	0.9	0.1	-1.4	-5.8
COC(=O)Oc1ccc(Cl)cc1Cl	-8.2	-18.1	5.7	-77.4	-6.0	15.9
C[N+]1(CSC(=O)c2ccccc2)CCCCC1	-9.8	1.9	24.9	1.6	11.5	12.3
CCN(CCCOc1ccccc1)CCN(CC)CCCOc1ccccc1	42.0	34.5	35.6	73.2*	33.2	60.9
COc1ccc(C(=O)NCCN2CCN3Cc4[nH]c5ccccc5c4CC3C2)cc1 (centres undefined)	-5.0	1.6	11.7	-17.6	1.9	-6.4
CCC(c1ccccc1)C(C(=O)O)C(=O)O (centres undefined)	6.3	6.0	6.7	-16.8	-5.3	0.6
COC(=O)C1(C)CCCC2(C)C1CCC13OC1C1(C(C)C)OC1CC23 (centres undefined)	-3.0	5.1	8.2	-26.4	-20.6	11.1
Cc1nc2ccccc2c2nnc(SCC(=O)N(Cc3ccccc3)c3ccccc3)n12	-3.9	6.9	2.2	8.2	6.6	-28.1
COC(=O)CC(C(C(C)=O)C(=O)OCc1ccccc1)N1C(=O)OC(c2ccccc2)C1c1ccccc1 (centres undefined)	-20.1&-16.2	-6.8&13.8	10.6&4.5	5.8&-28.8	-27.8&1.8	-26.8&9.6

Profiles from above. Values in the order: yeast bub3, rad50, mlh1 rad18, cln2 rad14, mec2-1, yeast sgs1 mgt1
Record of `COc1ccc(C(=O)NCCN2CCN3Cc4[nH]c5ccccc5c4CC3C2)cc1` (centres undefined) → -5.0, 1.6, 11.7, -17.6, 1.9, -6.4
Record of `CCC(c1ccccc1)C(C(=O)O)C(=O)O` (centres undefined) → 6.3, 6.0, 6.7, -16.8, -5.3, 0.6

Further records follow:
Molecule	yeast bub3	rad50	mlh1 rad18	cln2 rad14	mec2-1	yeast sgs1 mgt1
CC1(ON(c2cc(Cl)cc(Cl)c2)C2(C)c3ccccc3-c3ccccc32)c2ccccc2-c2ccccc21	2.4	-22.6	6.5	24.7	-0.2	-5.0
Cc1cccc(C)c1NC(=O)C(Cl)c1ccccc1 (centres undefined)	-35.0	-23.3	-48.5	-4.7	-53.1	-26.9
CC(=O)CCc1ccc(Cl)cc1	5.4	-21.6	-4.4	3.1	-3.5	-1.0
O=S(=O)(O)C(CO)c1ccccc1 (centres undefined) (tested in a mixture with another compound)	-28.7	5.8	0.9	-31.2	1.5	-12.9
CCC(=O)Nc1cc(C)ccc1Cl	5.9	-4.0	-0.6	-52.9	-7.9	3.2
Cc1cc(Cl)c(Cl)cc1NC(=O)c1ccc(Cl)c(Cl)c1	45.1	5.2	5.2	-3.2	23.4	9.9
Cc1ccc(C(=O)C(CN(C)C)CN(C)C)cc1C	87.5*	87.6*	87.8*	58.1	90.2*	90.1*
COC(=O)C1(C)CCC(c2ccc(OC)cc2)CC1=O (centres undefined)	-12.6	-6.8	-16.9	-29.3	18.9	14.0
CCOc1ccc(/C=N/O)cc1OCC	-2.1	-0.3	-2.6	-25.6	-10.1	-10.2
COc1c2occc2cc2ccc(=O)oc12	-1.9	5.2	-9.8	21.2	-9.9	1.9
O=c1c2ccccc2c(Cc2ccccc2)nn1C1CCCCCC1	27.1	-14.2	16.1	-29.5	2.0	30.9
CCCCCCCCCCCCCCCCN[Si](NCCCCCCCCCCCCCCCC)(NCCCCCCCCCCCCCCCC)NCCCCCCCCCCCCCCCC	86.0*	85.5*	83.9*	85.5*	83.4*	88.2*
O=c1cnn2c(n1)OC1C(O)C(CO)OC12 (centres undefined)	-11.7	3.5	22.0	-21.7	-2.5	9.6
COc1cccc(Cc2c3cc(OC)ccc3cc[n+]2C)c1	59.0	33.3	52.7	27.7	10.8	34.2
O=C(CC(=O)c1ccccc1)Cc1ccccc1.O=C(CC(=O)c1ccccc1)Cc1ccccc1.[Cu]	12.2	60.0	41.2	12.7	22.6	55.6
CCOC(=O)C1SC(=Nc2ccc(Cl)cc2C)N=C1C (centres undefined)	91.2*	89.0*	90.0*	90.2*	92.2*	91.7*
Oc1ccc(C(O)(c2ccccc2)c2ccccc2)c2ccccc12	98.0*	98.2*	97.5*	97.2*	97.9*	98.5*
CN(Cc1ccccc1)c1nc(=[N+](C)C)ss1	12.2	4.3	33.4	-30.9	8.8	26.3
CC1(C)OC2(C)CCC1C1C2N1C(=O)Nc1cccc2ccccc12 (centres undefined)	-3.8	-9.0	-22.8	-6.5	-9.5	-1.4
O=C1CSC(=S)N1c1cccc(F)c1	-18.1	32.1	3.6	-27.2	-10.6	2.1
CC1(O)CC(=O)c2c(cc3ccc(-c4c5c(c(O)c6c(O)cccc46)C(=O)CC(C)(O)C5)c(O)c3c2O)C1 (centres undefined)	19.7	54.1	9.9	23.8	48.1	35.5
COc1ccc(-c2c(-c3ccccc3)c(C)nc3nc(SC)nc(SC)c23)cc1OC	94.6*	95.0*	94.6*	94.7*	95.0*	94.2*
CC12CCc3ccccc3C1=Nc1ccccc12 (centres undefined)	88.7*	78.7*	55.5	-11.1	73.2*	58.2
Brc1ccccc1C1SCc2nc3ccccc3n21 (centres undefined)	17.1	24.9	32.7	15.2	11.1	57.9
C=CCNC(=O)c1ccccc1OCC(=O)O	-29.1	-12.7	1.4	-8.1	-37.3	-8.8
COc1ccc2ncc(COC(C)=O)c(C)c2c1	-4.8	3.2	8.6	-5.5	7.7	5.8
CCC(C(=O)c1ccccc1)[n+]1ccccc1 (centres undefined)	13.2	-4.5	3.0	-15.6	-16.0	-6.7
OC(CBr)CBr	-3.0	1.8	9.9	-42.8	-7.5	0.4
OCc1ccc(OCc2ccccc2)c(OCc2ccccc2)c1	94.5*	88.2*	96.5*	80.3*	77.1*	92.8*
OC1c2cc(Br)ccc2-c2c(F)cc(Br)cc21 (centres undefined)	1.9	4.9	-10.9	4.7	-6.8	-5.3
COc1ccc(C(C)c2cc3c(cc2OCC(=O)O)OCO3)cc1OC (centres undefined)	-0.2	-7.7	-3.2	-4.8	-10.2	-6.8
CC12CC3OC3CC1CCC1C2CCC2(C)C1CCC21OCCO1 (centres undefined)	23.1	16.0	22.6	3.1	-32.7	3.6
Nc1nnc(CCC(=O)Nc2cccc(C(F)(F)F)c2)n1N	9.7	4.8	1.6	-27.9	5.6	7.3
Cc1ccc2sccc(=O)c2c1	-6.0	1.1	7.6	-12.8	-2.1	-8.9
CCOC(=O)O/C(C)=C\c1ccc(Cl)cc1	-34.9	2.5	7.0	-50.4	-2.6	-12.4
NC(=O)C(Cl)=C(Cl)Cl	-4.8	2.9	1.6	-4.8	10.4	-2.0
COc1cc2c(cc1OC)C(O)C(O)(CO)C(C(=O)O)C2c1cc(OC)c(OC)c(OC)c1 (centres undefined)	25.1	24.4	22.7	18.2	-10.3	12.1
CN(C)C(=O)c1ccccc1	-9.2	29.6	1.6	13.9	6.2	-0.3
O=C1N(CO)C2C(N1CO)N(CO)C(=O)N2CO (centres undefined)	-7.2	13.2	-6.7	39.5	0.7	30.2
C=C(COC(C)=O)CC(/C=C(\C)CCC=C(C)C)OC(C)=O (centres undefined)	-5.2	-6.2	11.0	-11.5	-1.1	8.9

An excerpt of these results, field by field.
CCOC(=O)O/C(C)=C\c1ccc(Cl)cc1
  yeast bub3: -34.9
  rad50: 2.5
  mlh1 rad18: 7.0
  cln2 rad14: -50.4
  mec2-1: -2.6
  yeast sgs1 mgt1: -12.4

NC(=O)C(Cl)=C(Cl)Cl
  yeast bub3: -4.8
  rad50: 2.9
  mlh1 rad18: 1.6
  cln2 rad14: -4.8
  mec2-1: 10.4
  yeast sgs1 mgt1: -2.0

COc1cc2c(cc1OC)C(O)C(O)(CO)C(C(=O)O)C2c1cc(OC)c(OC)c(OC)c1 (centres undefined)
  yeast bub3: 25.1
  rad50: 24.4
  mlh1 rad18: 22.7
  cln2 rad14: 18.2
  mec2-1: -10.3
  yeast sgs1 mgt1: 12.1

(cont.)
Molecule	yeast bub3	rad50	mlh1 rad18	cln2 rad14	mec2-1	yeast sgs1 mgt1
O=C(O)/C(Cc1ccc([N+](=O)[O-])cc1)=N\O	17.4	-4.2	-2.8	-16.6	6.8	-25.4
CC(CSC(=N)N)C(N)=O (centres undefined)	-19.2	1.1	-11.9	-39.8	-4.0	-40.1
COc1ccc(C(C#N)c2ccc([N+](=O)[O-])cc2)cc1 (centres undefined)	15.9	8.2	-3.6	1.1	-1.6	3.8
O=C1C=CC(=O)N1C/C=C/CN1C(=O)C=CC1=O	-7.6	-8.8	-3.5	-10.9	-20.4	-0.4
O=C(NC(Cc1ccc(OC(=O)c2ccc([N+](=O)[O-])cc2)c(OC(=O)c2ccc([N+](=O)[O-])cc2)c1)C(=O)OCc1ccccc1)c1ccc([N+](=O)[O-])cc1 (centres undefined)	-3.1	3.6	10.2	-2.0	5.0	-7.2
O=c1[nH]c(Br)nc2c(N3CCCCC3)c[nH]c12	-3.0	12.7	11.6	4.3	-0.5	-7.2
NC(=S)/N=C\C(CC(O)C(O)C(O)CO)=N\NC(N)=S (centres undefined)	28.5	-1.4	4.1	-13.7	14.0	22.6
C#CC(CC)(CC)NC(=O)NC(C)(C)C	28.4	2.1	2.3	-1.9	0.8	35.5
NC(=S)NNC(=O)c1ccc([N+](=O)[O-])cc1	1.4	10.4	36.9	-17.9	18.9	-3.1
NC(=O)CCCN1CCCC1=O	0.9	-9.3	-14.0	15.6	-20.2	-4.0
O=C1CCCCC1CO (centres undefined)	1.4	-0.1	2.3	-5.5	1.5	-0.7
Cc1cc(N=C2C=C(Br)C(=O)C(Br)=C2)cc(CN(CC(=O)O)CC(=O)O)c1O	-15.2&0.2	-3.6&39.8	3.8&26.0	-17.1&2.3	15.8&36.2	31.4&38.9
Cc1ccc(N(C)S(=O)(=O)c2ccccc2[N+](=O)[O-])cc1	14.1	19.1	19.6	12.1	-17.6	28.3
COC(=O)C1CCOC(C)N1C(=O)OC(C)(C)C (centres undefined)	13.2	2.9	-34.5	11.0	0.8	6.4
O=C(CC1CCCCC1)OCC1CCCCC1	-5.5	-8.0	-36.1	-18.2	-7.0	-19.7
CCOC(=O)C(C)NC(=O)C(C)NC(=O)C(C)NC(=O)C(C)NC(=O)C(C)NC(=O)OCc1ccccc1 (centres undefined)	15.7	87.1*	-46.8	-0.3	85.8*	7.2
COc1ccc(OC)c(NC(=O)CCC/C(CC(=O)c2ccc(O)c(OC)c2)=N\NC(=O)C[N+](C)(C)C)c1	-6.0	-21.4	-5.1	11.4	8.6	-8.3
O=C1C=C[C@H](O)[C@@]2(CO)O[C@@H]12	-13.7	5.8	11.7	-6.1	0.8	-14.5
COc1cc2c(cc1OC)C1C3CCCCC3CCN1CC2 (centres undefined)	-21.8	-4.5	-3.6	-13.2	-24.8	-18.7
C/C(=N\N=C(/C)c1ccc(Cl)cc1)c1ccc(Cl)cc1	1.5	-2.5	-3.0	-7.7	-7.2	-3.2

Reprinted at random: five entries already listed.
Molecule	yeast bub3	rad50	mlh1 rad18	cln2 rad14	mec2-1	yeast sgs1 mgt1
O=C1CCCCC1CO (centres undefined)	1.4	-0.1	2.3	-5.5	1.5	-0.7
COc1cc2c(cc1OC)C1C3CCCCC3CCN1CC2 (centres undefined)	-21.8	-4.5	-3.6	-13.2	-24.8	-18.7
COC(=O)C1CCOC(C)N1C(=O)OC(C)(C)C (centres undefined)	13.2	2.9	-34.5	11.0	0.8	6.4
Cc1ccc(N(C)S(=O)(=O)c2ccccc2[N+](=O)[O-])cc1	14.1	19.1	19.6	12.1	-17.6	28.3
COc1ccc(OC)c(NC(=O)CCC/C(CC(=O)c2ccc(O)c(OC)c2)=N\NC(=O)C[N+](C)(C)C)c1	-6.0	-21.4	-5.1	11.4	8.6	-8.3
